Growth percent in the NCI-60 one-dose screen (48 h, 10 µM unless noted): 100 = growth as untreated, 0 = no growth, -100 = all killed.
NCI-H23: NCI-H23 lung cancer; 4% of 80,000 active; AID 1794731
OVCAR-3: OVCAR-3 ovarian cancer; 7% of 79,000 active; AID 1794787
IGROV1: IGROV1 ovarian cancer; 4.7% of 79,000 active
OVCAR-4: OVCAR-4 ovarian cancer cells; 3.7% of 80,000 active; AID 1794784
SN12C: SN12C renal cancer cells | 3.8% of 81,000 active
OVCAR-5: OVCAR-5 ovarian cancer; 2.9% of 82,000 active; AID 1794783
NCI-H226: NCI-H226 lung cancer; 3.5% of 79,000 active; AID 1794732
SK-OV-3: SK-OV-3 ovarian cancer cells; 3.2% of 80,000 active
NCI/ADR-RES: NCI/ADR-RES ovarian cells; 4.4% of 81,000 active; AID 1794790
An asterisk follows results filed as active; / = no result given; & = joins results of further samples. The calls were made as follows: active = growth percent below 10; inactive = the rest.

Structure	NCI/ADR-RES	OVCAR-3	SK-OV-3	NCI-H23	OVCAR-4	IGROV1	SN12C	OVCAR-5	NCI-H226
Cc1cc(C)c2c(=O)[nH]c(=S)[nH]c2n1	101	101	87	103	114	99	87	97	98
O=c1c2cc(F)ccc2nc2n1CCc1sccc1-2	112	110	85	105	92	107	103	110	99
CN(C)c1ccc(/C=N/NC(=O)C[N+](C)(C)C)cc1	101	111	108	103	/	117	99	101	100
O=C(O)COc1cccc(C(=O)/C=C/c2ccccc2)c1	114	121	119	/	115	108	102	121	112
CN(C)c1nc(N)nc2c1ncn2C1OC(CO)CC1O (stereo not given)	109	100	93	99	103	76	88	102	87
Cc1cccc2c1nc(-c1c(F)cc(Br)cc1F)n2Cc1c(F)cccc1F	76	85	68	76	66	57	74	79	72
COc1ccc(/C=N\NC(=O)c2cc(-c3ccc(Br)cc3)n(-c3ccc(S(N)(=O)=O)cc3)n2)cc1	31	21	74	72	58	46	63	82	78
COc1cc(/C=C/c2nc3ccccc3c(=O)n2-c2ccc(C#Cc3ccccc3)cc2C)cc(OC)c1OC	97	93	106	98	100	95	96	120	94
Cc1c2c(cn1C)CCc1cn(C)nc1-2	/	116	111	108	100	105	107	/	104
O=C1c2ccncc2/C(=C/c2ccccc2)N1Cc1ccccc1	92	88	100	94	93	121	88	96	/
COc1ccc2[nH]c(=O)cc(-n3nncc3COc3ccc(C=O)cc3)c2c1	106	96	84	90	93	96	97	111	87
CC(C)C[C@H](NC(=O)[C@H](C)n1ccc2ncccc2c1=O)B(O)O	109	107	92	106	106	109	103	101	92
c1nc2nonc2nc1C1CC1	112	100	99	88	124	117	100	107	106
O=C1N=C2SC=C(c3ccc(Cl)cc3)N2C1CCN1CCCC1 (stereo not given)	99	107	110	101	95	106	94	93	103
CC1NC(=O)c2c1c(=O)[nH]c1ccccc21 (stereo not given)	105	108	115	104	99	116	104	112	106

Full records from above.
Entry for `Cc1cc(C)c2c(=O)[nH]c(=S)[nH]c2n1` : NCI/ADR-RES: 101; OVCAR-3: 101; SK-OV-3: 87; NCI-H23: 103; OVCAR-4: 114; IGROV1: 99; SN12C: 87; OVCAR-5: 97; NCI-H226: 98
Entry for `CN(C)c1ccc(/C=N/NC(=O)C[N+](C)(C)C)cc1` : NCI/ADR-RES: 101; OVCAR-3: 111; SK-OV-3: 108; NCI-H23: 103; OVCAR-4: /; IGROV1: 117; SN12C: 99; OVCAR-5: 101; NCI-H226: 100

Going on with the list.
Structure	NCI/ADR-RES	OVCAR-3	SK-OV-3	NCI-H23	OVCAR-4	IGROV1	SN12C	OVCAR-5	NCI-H226
CC/C(C)=N/NS(=O)(=O)c1ccc(C)cc1	110	120	116	108	103	98	106	93	95
CCC/C(C)=C/c1ccc(CC)cn1	104	102	111	107	111	104	159	103	92
CCNC1CCC(Nc2ccnc3cc(Cl)ccc23)CC1 (stereo not given)	101	116	89	97	82	128	99	105	94
c1ccc(C2CCCCC2)c(OCCCCCN2CCNCC2)c1	70	77	95	71	69	57	/	94	85
CC(C)=CCC/C(C)=C\C=N\O	105	109	98	/	119	101	103	107	111
N#CC(I)CS(=O)(=O)c1ccccc1 (stereo not given)	97	76	102	101	95	69	93	106	105
CC(=O)c1ccc(NC(=O)CSc2nnc(-c3ccc4nc(-c5ccc([N+](=O)[O-])cc5)[nH]c4c3)o2)cc1	118	135	106	/	105	106	110	119	90
Cn1c2ccccc2c2c(OC(=O)c3ccccc3)c3c(nc21)-c1ccccc1C3	99	99	92	86	96	82	98	112	100
NC(=O)n1cccn1	108	104	107	107	/	113	107	106	96
O=C(N/N=C\c1ccc([N+](=O)[O-])cc1)c1ccc2nc(-c3ccc(Br)cc3)[nH]c2c1	71	/	45	8.8*	21	18	17	45	62
COC(=O)C1=Nc2ccc(F)cc2/C1=C\c1sc(=S)n(C(Cc2ccccc2)C(=O)O)c1O (stereo not given)	94	100	100	79	84	84	91	99	80
Clc1cccc(Nc2ncnc3ccc(-c4cnc5[nH]ccc5c4)cc23)c1	77	65	71	84	85	25	77	79	80
ClCC(CNCc1ccccc1)c1ccccc1 (stereo not given)	109	109	97	105	120	/	103	99	112
Cc1ncc(C(=O)O)c2c1OC(C)(C)OC2	100	114	111	101	101	107	95	106	102
O=C1c2c(c3c4cccc(F)c4[nH]c3c3ccc4ccccc4c23)C(=O)N1O	64	36	76	56	57	35	42	103	54
O=C1NC(=Nc2ccc(F)cc2)/C(=C/N2N=C(c3ccc(Cl)cc3)CC2c2ccc(F)cc2)S1 (stereo not given)	98	97	92	95	104	84	100	96	/
O=C1CCC(c2ccccc2)O1 (stereo not given)	106&104	109&105	106&98	108&105	111&92	120&105	104&101	112&102	100&99
Cc1ccccc1NC(=O)NNc1ccccc1	103	108	98	103	105	100	102	105	110
Cc1cc(N/N=C/c2nc(-c3ccc(Cl)cc3)oc2C)c2cc(Cl)ccc2n1	18	-34*	100	111	-84*	66	-5.2*	87	98
C=CCN1CCN(C(=S)SCc2cc(=O)oc3ccc(C)cc23)CC1	99	103	113	99	87	101	93	111	96
Nc1nc2c(c3cnccc13)C(c1cccc(Br)c1)Cc1cnccc1-2 (stereo not given)	-4.1*	1.1*	31	-0.6*	37	28	28	44	25
Cc1ccc(C(=O)Nc2cccc3[nH]c(C(F)(F)F)nc23)cc1	78	84	95	50	56	92	86	104	71
CCOC(=O)C1=NN(c2ccccc2)C(=O)/C1=C\n1ccc(=O)[nH]c1=S	103	98	97	97	100	112	94	115	98
O=C(O)c1ccc(-n2cc(CNc3ccc(F)cc3)c(-c3ccc(F)cc3)n2)cc1	93	88	120	/	80	88	74	92	77
NC(=O)C1C=CN(Cc2ccccc2)C=C1	105	111	112	98	103	103	112	101	103
O=C(CSc1nnc(-c2c[nH]c3ccccc23)n1-c1ccccc1)Nc1ccc(C(=O)/C=C/c2ccc(Br)cc2)cc1	95	81	88	81	91	81	89	93	73
COC1OC(CO)C(OC(C)=O)C(OC(C)=O)C1OC(C)=O (stereo not given)	101	116	99	103	109	99	101	105	102
Cc1ccc(S(=O)(=O)NCCCC2=C(Br)c3ccccc3C2c2ccccc2)cc1 (stereo not given)	96	101	106	97	86	97	91	101	92
O=C(CN1CCOCC1)Nc1ccc(S(=O)(=O)c2ccc(NC(=O)CN3CCOCC3)cc2)cc1	98	111	104	99	112	107	112	102	117
Nc1nn(-c2ccccc2)c2nc(=S)[nH]c(-c3ccc(Cl)cc3Cl)c12	103	108	95	96	94	70	89	101	86
CC1(C(=O)O)NC(C(=O)O)Cc2c1[nH]c1ccccc21 (stereo not given)	104	112	93	101	105	107	96	101	94
O=S1(=O)N=C2Sc3ccccc3N2c2ccncc21	109	98	122	109	111	83	96	97	113
CC(C)(C)c1ccc(Cn2cc(CSc3nc4ccccc4o3)nn2)cc1	97	92	103	97	98	93	95	101	103
CC(C)CCCC(C)C1CCC2C3CC=C4OC(=O)CCC4(C)C3CCC12C (stereo not given)	108	105	98	105	90	103	90	104	102
COc1cc2nc(N3CCC[C@@H](N)C3)nc(N)c2cc1OC	102	105	106	101	103	110	103	103	105
CCN(CC)c1ccc(/C=N/N=C(N)N)cc1	93	4.6*	38	66	/	63	67	80	84
CCC(Sc1ccccc1[N+](=O)[O-])[N+](=O)[O-] (stereo not given)	105	106	110	99	108	99	106	101	96
O=C(CSc1nnc(-c2ccc(Cl)cc2)n1-c1ccccc1)Nc1cccc(F)c1	37	52	79	24	-46*	20	14	42	21
NC(=S)Nc1ccc(Cl)cc1Cl	87	98	93	83	66	96	95	87	84
CCOC(=O)c1c(C)c[nH]c1Cc1[nH]cc(C)c1C(=O)OCC	98	111	69	90	99	98	98	85	85
O=C1C(=O)c2ccccc2C2=C1C(c1ccc(Cl)cc1)c1c(n[nH]c1-c1ccc(Cl)cc1)N2 (stereo not given)	80	77	103	84	78	83	82	86	90
O=c1c2ccccc2nc(CN2CCCC2)n1/N=C/c1ccccc1	106	104	94	98	110	102	102	97	108
O=C(/C=C/c1cc2ccccc2[nH]c1=O)c1ccc(Nc2nccc(-c3ccc(Cl)cc3)n2)cc1	99	104	101	95	106	102	99	108	94
Cc1cc(NCCCNc2ccnc3cc(Cl)ccc23)nc(Nc2ccc(C(=O)N3CCCC3)cc2)n1	98	94	105	56	70	74	56	88	102
O=C1CCN(c2cccc(Cl)c2)C(=S)N1	107	119	89	101	104	104	98	102	100

2 entries from above, as labelled records.
> Cc1ccc(C(=O)Nc2cccc3[nH]c(C(F)(F)F)nc23)cc1
  NCI/ADR-RES: 78 | OVCAR-3: 84 | SK-OV-3: 95 | NCI-H23: 50 | OVCAR-4: 56 | IGROV1: 92 | SN12C: 86 | OVCAR-5: 104 | NCI-H226: 71
> CCOC(=O)C1=NN(c2ccccc2)C(=O)/C1=C\n1ccc(=O)[nH]c1=S
  NCI/ADR-RES: 103 | OVCAR-3: 98 | SK-OV-3: 97 | NCI-H23: 97 | OVCAR-4: 100 | IGROV1: 112 | SN12C: 94 | OVCAR-5: 115 | NCI-H226: 98

(more compounds)
Structure	NCI/ADR-RES	OVCAR-3	SK-OV-3	NCI-H23	OVCAR-4	IGROV1	SN12C	OVCAR-5	NCI-H226
COc1ccc(-c2nc3sccn3c2-c2ccnc(S(C)(=O)=O)n2)cc1	104	84	105	100	80	38	93	97	90
CN1CCN(C(=O)[C@]23CCC(C)(C)C[C@@H]2C2=CC[C@@H]4[C@@]5(C)Cc6c([nH]c7ccccc67)C(C)(C)[C@@H]5CC[C@@]4(C)[C@]2(C)CC3)CC1	90	78	77	93	72	84	88	80	87
COC(=O)N1c2ccccc2C=CC1C#N (stereo not given)	108	120	104	107	107	100	98	103	101
O=S(=O)(NCCCNc1nccc(-c2c(-c3ccccc3)nc3sccn23)n1)c1ccc(F)cc1	22	50	59	38	36	33	44	111	24
CC(=O)C(C)(CCC(=O)O)CCC(=O)O	104	105	101	95	100	102	107	104	100
COc1cc([N+](=O)[O-])cc(OC)c1OC	114	108	118	107	/	100	101	129	112
COc1ccccc1/C=C1\Oc2ccc(O)c(-c3ccccc3)c2C1=O	90	112	/	94	83	98	93	106	/
CC(=O)N1N=C(c2ccc(Nc3nc(Nc4ccc(Cl)cc4)nc(Nc4ccc(Cl)cc4)n3)cc2)CC1c1ccc(N(C)C)cc1 (stereo not given)	73	137	108	74	29	78	87	79	93
COc1ccc(-c2ccn(S(=O)(=O)c3ccc(C)cc3)n2)cc1	79	89	/	68	62	81	87	112	68
CC(=O)/C(=C/c1ccc(C#N)cc1)C(=O)c1ccccc1	80	97	105	83	85	88	90	88	76
CCc1ccc(Nc2cc(C)nc3nc(C)nn23)cc1	-30*	-92*	38	3.8*	-13*	33	26	26	62
O=[N+]([O-])c1ccc(/C=N/Nc2nc3ccccc3[nH]2)cc1	94	88	98	101	89	89	96	104	90
CSc1nc2[nH]cnc(=S)c2[nH]1	110	100	115	106	109	114	94	85	93
CN1C=C(c2ccc3ccccc3n2)C(c2c[nH]c3ccccc23)c2ccccc21 (stereo not given)	104	90	105	102	84	88	96	101	/
CCOC(=O)c1cc2c(OC)c(OC)ccc2c2[nH]cc(C#N)c(=O)c12	/	106	82	95	79	105	92	84	94
O=S1(=O)CCN(C2CCCCCCCCCCC2)CC1	96	75	99	82	62	87	93	91	88
CN1CC(c2ccccc2)C(C(=O)c2ccc(Br)cc2)C12C(=O)Nc1ccccc12 (stereo not given)	80	101	94	96	96	80	94	99	90
COC(=O)[C@]1(C)CCC[C@]2(C)[C@H]3C[C@H]4C(C(C)C)=C[C@]3(CC[C@H]21)[C@@H]1C(=O)/C(=C/c2cccc(OC)c2)C[C@H](O)[C@@H]14	88	102	104	92	99	78	95	105	90
CC1CN(Cc2ccco2)C(=O)NC1=O (stereo not given)	91	98	99	89	102	79	98	95	96
CN(C)C(=S)SCN1C(=O)c2ccc([N+](=O)[O-])cc2S1(=O)=O	96	99	107	100	103	104	93	/	/
N#Cc1c2c([nH]c(=O)c1C#N)CCC2	103	110	101	102	101	111	102	113	103
[O-][n+]1onc(Sc2ccccc2)c1-c1ccncc1	103	106	112	97	104	96	93	104	105
Cc1cc(O)c2c(c1)C1OC(=O)CCCCCCN1C1=C2C(=O)c2cccc(OC3CC(O)C(O)C(C)O3)c2C1=O (stereo not given)	102	101	76	100	102	107	100	110	107
O=C(CCC1CCCCC1)OCCBr	105	102	108	94	102	112	110	118	97
Cc1ccc(NC(=O)NS(=O)(=O)c2c[nH]c(=S)[nH]c2=O)cc1	100	106	92	93	100	104	107	100	103
O=C(CNc1ccc(F)cc1)Nc1ncc(Cc2ccc(Cl)cc2)s1	74	96	91	89	97	74	86	72	96
COc1ccc2c(c1OC)OCC(CN(C)C)C2=O (stereo not given)	106	92	108	104	-51*	93	98	93	98

Another view of some results above:
Below each SMILES – NCI/ADR-RES, OVCAR-3, SK-OV-3, NCI-H23, OVCAR-4, IGROV1, SN12C, OVCAR-5, NCI-H226
> O=C(CCC1CCCCC1)OCCBr
→ 105, 102, 108, 94, 102, 112, 110, 118, 97
> Cc1ccc(NC(=O)NS(=O)(=O)c2c[nH]c(=S)[nH]c2=O)cc1
→ 100, 106, 92, 93, 100, 104, 107, 100, 103
> O=C(CNc1ccc(F)cc1)Nc1ncc(Cc2ccc(Cl)cc2)s1
→ 74, 96, 91, 89, 97, 74, 86, 72, 96
> COc1ccc2c(c1OC)OCC(CN(C)C)C2=O (stereo not given)
→ 106, 92, 108, 104, -51*, 93, 98, 93, 98

Assay outcomes as filed in PubChem BioAssay.
